# PG9 binder: binds the HIV-1 gp120 antibody PG9. TR-FRET gp120-PG9 antibody binding. inhibition, % at 6.7 µM. hit rate 0.43% among 360,000; in the data active = inhibition above about 8.5%
# LEDGF integ inh: blocks HIV-1 LEDGF/p75-dependent DNA integration. TR-FRET IN-LEDGF/p75 DNA integration, Eu/Cy5. hit rate 0.64% among 370,000. inhibition, % at 3.7 µM;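 active = inhibition above the screen-wide mean plus 3 SD, cut at about 13% in these data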;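 note: signal is the Cy5 over europium emission ratio at 671 and 618 nm; 0% = plate median of compound wells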
# TDP2 absorb: blocks human TDP2 phosphodiesterase activity; O95551; recombinant TDP2, T5PNP hydrolysis, p-nitrophenol absorbance 415 nm; inhibition, % at 12.8 µM; hit rate 0.34% among 370,000;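 active = inhibition above the mean of all tested compounds plus 3 SD, set per campaign, cut at about 25% in these data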;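 note: 0% = DMSO with enzyme and 100% = buffer with substrate but no TDP2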
#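 test system = human TDP2 enzyme | input = TDP2 enzyme at 120 nM final | medium = 50 mM Tris-HCl pH 7.5 with Mg2+, KCl, DTT, BSA | also added = T5PNP substrate, 5 mM | times = 2 h at 37 °C | technique = epi absorbance | benchmarks = high control without enzyme, low control DMSO plus TDP2 | replication = each compound tested once, singlicate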
# mABHD4 FP: inhibits mouse alpha/beta hydrolase domain 4 | Q8VD66 | purified mABHD4, FP-Rh probe fluorescence polarization | inhibition, % at 8.92 µM | hit rate 0.54% among 370,000 | AID 720543;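 active = inhibition exceeding the mean over every tested compound plus 3 SD, cut at about 30% in these data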;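 note: 0% = plate median of compound wells and 100% = S159A mutant with DMSO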
#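 system = mouse ABHD4 enzyme, wild type | medium = HEPES pH 7.0, NaCl, Pluronic buffer | also added = FP-Rh probe | incubation = Enzyme–compound pre-incubation 45 min, then probe 60 min, both 25 °C | technique = fluorescence polarization, excitation 525 nm, emission 598 nm, BODIPY TMR filters | controls = S159A mutant high control, sample median low control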
# PRMT1 inh: PRMT1 (human) inhibition, primary screen; Q99873; hit rate 1.3% among 370,000; inhibition, % at 2.79 µM; recombinant PRMT1, activity-based probe fluorescence polarization;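 active = inhibition above about 21% made by adding two undisclosed values, limit read from the data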
# TCR-CD3 inh: blocks the human TCR-CD3 interaction; hit rate 0.37% among 360,000; inhibition, % at 9.4 µM; TAMRA-labeled TCR probe fluorescence, biochemical; in the data active = inhibition above about 19%;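 note: recombinant mutant TCR 2C K166C tagged with TAMRA read by polarization; 0% = receptor in buffer alone and 100% = receptor with positive control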
# SIAE inh: inhibitors of human sialic acid acetylesterase SIAE. Q9HAT2. SIAE FP-Rh probe binding, fluorescence polarization. inhibition, % at 9.66 µM. hit rate 0.69% among 370,000;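 active = inhibition above a cutoff: mean of compounds within the control limits plus 3 SD of those, cut at about 17% in these data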;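 note: 0% = plate median of compound wells and 100% = probe without SIAE protein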
# Target sequence (Q9HAT2 whole entry, looked up): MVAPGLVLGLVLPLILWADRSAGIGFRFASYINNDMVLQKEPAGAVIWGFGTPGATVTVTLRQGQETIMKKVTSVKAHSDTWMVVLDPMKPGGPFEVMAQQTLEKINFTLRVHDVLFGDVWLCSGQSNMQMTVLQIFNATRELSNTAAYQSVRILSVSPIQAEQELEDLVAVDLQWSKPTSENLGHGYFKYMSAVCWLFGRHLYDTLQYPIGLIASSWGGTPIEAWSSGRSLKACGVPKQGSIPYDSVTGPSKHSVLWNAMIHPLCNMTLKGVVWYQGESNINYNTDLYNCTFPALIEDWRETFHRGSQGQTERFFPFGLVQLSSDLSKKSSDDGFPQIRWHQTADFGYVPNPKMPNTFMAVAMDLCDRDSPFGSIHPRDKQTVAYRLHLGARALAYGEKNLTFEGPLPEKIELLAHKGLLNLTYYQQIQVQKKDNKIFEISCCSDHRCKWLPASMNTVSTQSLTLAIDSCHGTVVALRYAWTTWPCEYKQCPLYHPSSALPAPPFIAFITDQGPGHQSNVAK
# rCAG binder: binds r(CAG) RNA repeats | r(CAG) RNA repeat, TO-PRO-1 dye displacement fluorescence | inhibition, % at 3 µM | hit rate 1.3% among 370,000 | AID 651821;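 active = inhibition above the plate cutoff, the mean of all test compounds on that plate plus 3 SD, cut at about 35% in these data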;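 note: 0% = DMSO alone and 100% = 100 µM mitoxantrone as full dye displacement; higher means more dye released from RNA so lower well fluorescence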
# Rev-erbA mod: modulates human Rev-erb alpha binding to DNA. P20393. Rev-erbα–FITC-DNA binding, fluorescence polarization, 90 min. activity, % at 10 µM. hit rate 0.79% among 370,000. AID 1259318;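 active = activity above about 14%, limit read from the data; passing the limit was not always enough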;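 note: 0% = DMSO wells with 35 nM protein and 100% = DMSO wells with 750 nM protein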
# HTRA1 inhibitor: HTRA1 (human) protease inhibition | recombinant HTRA1, FP-rhodamine activity-based probe, fluorescence polarization | inhibition, % at 5.96 µM | hit rate 0.5% among 340,000; in the data active = inhibition above about 36%;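 note: 0% = enzyme with DMSO and 100% = wells lacking enzyme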
# Target sequence (Q92743 whole entry, looked up): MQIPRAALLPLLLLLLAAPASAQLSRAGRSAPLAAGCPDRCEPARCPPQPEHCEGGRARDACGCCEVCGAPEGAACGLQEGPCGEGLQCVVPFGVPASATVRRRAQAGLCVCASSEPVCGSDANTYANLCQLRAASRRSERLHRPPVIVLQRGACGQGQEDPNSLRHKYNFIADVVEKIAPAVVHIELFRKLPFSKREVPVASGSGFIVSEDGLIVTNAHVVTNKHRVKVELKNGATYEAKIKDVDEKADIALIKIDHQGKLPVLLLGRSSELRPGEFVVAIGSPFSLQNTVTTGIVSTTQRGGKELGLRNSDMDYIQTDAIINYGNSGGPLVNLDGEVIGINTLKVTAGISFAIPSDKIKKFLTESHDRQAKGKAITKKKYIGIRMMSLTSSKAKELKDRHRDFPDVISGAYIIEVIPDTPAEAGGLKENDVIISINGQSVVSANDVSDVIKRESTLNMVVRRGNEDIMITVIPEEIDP
# Active calls of the source: *; nt = no result given. The list is partial; rates above refer to the full screens.
SMILES	PG9 binder	LEDGF integ inh	TDP2 absorb	mABHD4 FP	PRMT1 inh	TCR-CD3 inh	SIAE inh	rCAG binder	Rev-erbA mod	HTRA1 inhibitor
COc1ccc(CN2C(=O)CN(S(C)(=O)=O)CC2(C)C(=O)Nc2c(C)cccc2C)cc1OC (stereo not given)	0.8	-2	11	9	1	-2	2	3	-1	nt
COCCn1nnnc1C(c1ccc(Cl)cc1)N1CCN(C(=O)c2ccco2)CC1 (stereo not given)	-0.4	1	0	7	3	8	-6	1	2	7
Cn1c(-c2ccc(F)cc2)cnc1SCC(=O)N1CCCCC1	-1.5	4	6	-6	0	7	4	-5	-2	8
CC1(C(=O)NS(=O)(=O)c2cccc(F)c2)CCN1C(=O)Cc1ccc(-c2ccccc2)cc1 (stereo not given)	1.5	0	-5	-3	5	0	-8	51*	1	nt
CN1CCc2c(sc(NC(=O)c3ccc(S(=O)(=O)N4CCc5ccccc54)cc3)c2C(N)=O)C1	-0.5	-1	-21	-8	20	-4	5	20	-4	nt
CC1CCCC(C)N1C(=O)Cn1cnc2cc([N+](=O)[O-])ccc2c1=O (stereo not given)	1.4	0	16	5	-2	2	4	4	2	3
Cc1ccn2cc(CC(=O)O)nc2c1	-1.3	3	1	6	3	8	8	1	-7	-1
Cc1nc2ccccc2c(=O)n1Cc1ccc([N+](=O)[O-])cc1	-0.2	-4	4	4	-1	-8	1	-2	-1	2
CCCCOP(=O)(OCCCC)C1(C)CC(=O)CC(C)(C)C1 (stereo not given)	-1.7	2	6	1	-3	0	-1	-1	-1	1
CN(C(=O)CSc1nnc(N)s1)c1c(N)n(Cc2ccccc2)c(=O)[nH]c1=O	-0.5	0	5	4	2	0	4	1	-1	-1
COc1cc2c(cc1OC)CN(C(=O)c1oc3ccccc3c1C)CC2	0.1	-3	16	-1	2	-2	-3	-3	2	-1
O=C(Nc1ccccc1)c1ccc(NC2CCCCC2)c(S(=O)(=O)N2CCOCC2)c1	-1.3	2	2	-23	-2	8	-31	4	3	-59
O=C(NCc1ccccc1Cl)C(=O)NCC1OCCN1S(=O)(=O)c1ccc(F)cc1 (stereo not given)	-1.1	0	-1	-4	0	7	-1	3	-4	-3
CCc1nccn1S(=O)(=O)c1ccc2ccccc2c1	0.1	1	-5	4	0	12	7	2	-2	-3
C=C1CC(Cn2cc(Br)c(=O)[nH]c2=O)(c2ccc(-c3ccccc3)cc2)OC1=O (stereo not given)	1.2	1	3	-7	16	-1	-7	20	-5	-36
CC1=C(C)C(O)N(Cc2ccccc2)C1=O (stereo not given)	-0.6	4	-3	-4	0	10	-1	-2	3	8
O=C(/C=C/c1ccc2c(c1)OCCO2)c1ccccc1	-1.5	3	-15	-2	0	-2	1	4	0	nt
NC(Cc1ccc(C(F)(F)F)cc1)c1csc(NC(=O)Nc2ccccc2Cl)n1 (stereo not given)	-0.8	2	0	2	-4	1	20*	14	1	nt
COc1cccc(C(=O)CC(=O)C(=O)Nc2ccc([N+](=O)[O-])cc2C)c1	-1.5	5	1	4	1	3	-3	16	3	2
COc1ccc(C(=O)CNc2ccc(C)cc2C)cc1	2.1	2	1	-3	7	-7	-2	0	2	-2
O=C1CCC(C(=O)OCc2nnc(-c3ccccc3)o2)=NN1	0.5	0	-1	-11	6	-1	13	-4	-3	-4
O=S(=O)(c1ccccc1)C(/C=N\O)/C=C/c1ccccc1 (stereo not given)	0.6	-2	-6	-7	18	-8	-8	10	-8	-7
CCOc1ccc(NC(=O)C2CCN(S(C)(=O)=O)CC2)cc1	0.4	-3	1	3	-2	6	-4	0	5	3
O=C(N[C@@H]1c2ccccc2CC[C@@H]1OCc1ccccc1)c1ccc(C(F)(F)F)cc1	0.4	2	0	5	-2	6	5	2	2	3
CCC(C)(C)NC(=O)C(c1ccc(C)cc1)N(Cc1ccco1)C(=O)CCC(=O)Nc1nccs1 (stereo not given)	-0.5	0	-8	7	0	1	-1	-2	1	2
COc1cc(Br)c(CC(=O)NC2CC2)cc1OC	-0.7	-3	4	4	4	0	-1	0	-1	-1
COc1ccc(C)cc1NC(=O)c1sc2ncnc(N3CCN(c4ccccn4)CC3)c2c1C	-0.8	1	-10	2	-1	-5	3	-1	37*	2
CCC(C(=O)NC(C)CCc1ccco1)n1nc(C)n2c(cc3occc32)c1=O (stereo not given)	2.8	2	6	2	4	0	5	-1	3	1
Cc1cccc(NC(=O)c2ccccc2NC(=O)C2CCCCC2)c1C	-0.7	0	8	0	0	-7	-2	-1	-3	1
O=C(NCC1CCCO1)c1nn2c(C(F)(F)F)cc(-c3ccc(Br)o3)nc2c1Br (stereo not given)	-1.0	-3	5	16	11	-5	4	4	4	5
COC(=O)C[C@@H]1CC[C@@H]2[C@@H](COc3ccc(NC(=O)Nc4ccccc4)cc3C(=O)N2C)O1	nt	3	6	3	0	nt	0	4	-4	nt
COc1ccc(C2C(C#N)=C(N)Oc3c2oc(CO)cc3=O)cc1 (stereo not given)	-0.3	-1	6	-3	3	1	6	-1	3	6
N/C(=N\OC(=O)/C=C/c1ccccc1)c1cccnc1	-3.0	-3	-23	-11	-3	5	-10	3	1	-6
Cc1cccc(C)c1NC(=O)CCCN1CC(C)OC(C)C1 (stereo not given)	-0.1	-5	-7	1	2	0	-1	-1	3	-4
CCOc1ccccc1-n1nnnc1SCC(=O)Nc1cc2oc3ccccc3c2cc1OC	-2.5	0	-8	1	1	1	-2	4	0	2
Cc1cccc(NC(=O)N2CCCCCC2)c1C	-0.7	3	13	0	-5	3	8	-4	-1	1
CC(NC(=O)c1ccc(Br)cc1)c1ccc2c(c1)CCCC2 (stereo not given)	-0.3	0	-7	-11	2	-9	-2	0	3	-33
CCC(=O)NCc1cc(-c2nn(C)c(=O)c3ccccc23)ccc1OC	1.1	-1	-6	2	3	-2	-9	-6	3	3
COC(=O)Cn1c(=O)c2c(nc3n2CC(C)CN3CCc2ccccc2)n(C)c1=O (stereo not given)	0.1	0	4	-2	2	0	0	-7	-1	6
COCCN(CC(=O)Nc1cccc(C)c1C)C(=O)Cn1cnc2ccccc2c1=O	1.7	1	9	0	-1	2	-8	-4	2	-2
C/C(=N\S(=O)(=O)c1ccc(C)cc1)NC(=S)Nc1ccc(C)cc1	-1.7	-3	9	6	2	4	6	0	-5	1
CSc1nc2c(C)c(C)c(C)c(C)c2[nH]1	-0.1	2	-1	3	-3	7	-1	2	2	5
COC(=O)c1sccc1NC(=O)Nc1ccc(C(C)=O)cc1	-1.6	2	-11	-15	-2	-1	-8	6	-2	-15
CCN(CC)C(=O)C(=O)Nc1ccc(F)c(Cl)c1	-1.2	2	8	8	1	2	3	0	-3	-2
COc1ccccc1C(=O)n1nc(-c2cccnc2)nc1N	-0.6	0	-9	0	-5	3	-14	1	3	24
CCC(C)(C(=O)NC1CCCC1)N(C)C(=O)c1ccccn1 (stereo not given)	-0.4	1	-7	-6	3	2	-3	0	-5	5
Cc1ccc(C)c(N2CCN(C(=O)COc3cc(=O)n(C)c4ccccc34)CC2)c1	0.8	-2	6	6	-3	0	-5	-5	5	11
Cc1nnc(SCC(=O)NNC(=O)c2ccco2)n1-c1cccc(Cl)c1	0.7	4	4	-4	-6	-1	6	-2	-1	3
COCCN1CC(=O)N2C(c3cccc(OC)c3)c3[nH]c4ccccc4c3C[C@H]2C1=O (stereo not given in full)	-1.7	7	-19	-13	-2	1	3	-2	-7	-5
COc1cc(/C=N/NC(=O)C(=O)NCC2CCCO2)ccc1OCC(=O)N1CCOCC1 (stereo not given)	-2.6	9	-12	-2	-4	3	1	-3	9	1
CC(C)OC(=O)C(C#N)c1nc2ccccc2nc1N1CCN(Cc2ccccc2)CC1 (stereo not given)	-0.1	6	6	-4	-2	4	6	0	3	-4
O=C(Nc1ccccc1-c1nc2ccccc2[nH]1)c1ccc(S(=O)(=O)N2CCCCC2)cc1	1.1	-3	3	6	-3	6	-93	1	1	-5
CCCCc1ccc(NC2=NCC(=O)N2CCc2ccccc2)cc1	-0.3	-1	-3	-3	-3	3	0	-7	-1	-12
Cc1ccc(C(=O)c2cc(C)sc2N)cc1	0.5	-1	0	5	0	1	2	-1	0	13
CCCC(CCC)C(=O)NCCN1CCOCC1	-1.0	1	11	-1	0	0	8	-2	-1	-6
Cc1coc(C)c1C(=O)Nc1ccc2ccccc2c1	-1.2	0	3	-6	4	-2	0	-1	6	-15

# Next results.
SMILES	PG9 binder	LEDGF integ inh	TDP2 absorb	mABHD4 FP	PRMT1 inh	TCR-CD3 inh	SIAE inh	rCAG binder	Rev-erbA mod	HTRA1 inhibitor
Cc1ccc(S(=O)(=O)N2CCC(C(=O)OCC(=O)NC3(C#N)CCCCC3)CC2)cc1C	-0.7	-5	-8	-2	0	7	-2	-7	-5	-5
COc1ccc(Nc2ncnc3sc(C)cc23)c(OC)c1	-1.8	-2	11	9	-1	4	11	-2	2	-3
COc1ccccc1CNc1nc(NCCN2CCNC2=O)c2sccc2n1	0.0	3	7	1	-9	0	-1	0	1	nt
O=C(C1CCN(c2ncnc3c2sc2cccc(F)c23)CC1)N1CCCC1	-1.8	1	8	2	1	5	3	-3	-5	nt
O=S(=O)(Nc1cccnc1)c1cccc(Cl)c1	-0.7	1	-12	-6	-1	-9	-3	6	2	-3
O=C(CN(c1ccc(Cl)cc1)S(=O)(=O)c1ccccc1)N1CCN(c2ccccc2)CC1	-0.3	-3	0	8	2	-2	-2	-2	-1	1
Cc1cc(N(C)NC(=S)Nc2ccccc2)nc(C)n1	-2.9	0	0	2	-4	-3	0	-1	-1	5
CCOc1ccccc1NC(=O)CCNS(=O)(=O)c1cccc2nonc12	1.4	0	-4	-6	6	-8	12	1	-1	4
Cc1nn(S(=O)(=O)c2ccccc2)c(C)c1Sc1ccc([N+](=O)[O-])cc1	-1.9	1	4	-7	3	-3	-4	-2	2	-14
C[C@@H]1CN([C@H](C)CO)S(=O)(=O)c2ccc(Br)cc2O[C@H]1CN(C)C(=O)C1CC1	2.1	-1	-7	2	0	1	-1	1	1	0
COCCN=C1Sc2nc3ccc(C)cc3cc2CN1Cc1cccs1	-2.2	2	-8	2	20	-2	4	6	5	-16
CN(C(=O)c1ccc(NC(=O)Cc2cccc(NC(=O)C3CCN(C(=O)C4CCCC4)CC3)c2)cc1)C1CCCC1	1.0	3	-12	-8	-1	3	0	-3	6	-13
Cc1ccc2c(c1)Oc1ccc(NC(=O)CCl)cc1C(=O)N2	1.0	-4	-13	-6	4	-2	-3	5	1	-10

# Taken from above for reference:
SMILES	PG9 binder	LEDGF integ inh	TDP2 absorb	mABHD4 FP	PRMT1 inh	TCR-CD3 inh	SIAE inh	rCAG binder	Rev-erbA mod	HTRA1 inhibitor
COc1ccc(CN2C(=O)CN(S(C)(=O)=O)CC2(C)C(=O)Nc2c(C)cccc2C)cc1OC (stereo not given)	0.8	-2	11	9	1	-2	2	3	-1	nt
COCCn1nnnc1C(c1ccc(Cl)cc1)N1CCN(C(=O)c2ccco2)CC1 (stereo not given)	-0.4	1	0	7	3	8	-6	1	2	7

# Screens deposited in PubChem by several laboratories.
